Runt-SMMHC FRET: blocks binding of human RUNX1 Runt domain to CBFb-SMMHC; Q01196+Q13951; inhibition, % at 20 µM; Cerulean-Runt/Venus-CBFb-SMMHC FRET ratio 530/480, 1 h; 0.74% of 220,000 active; AID 1434;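 active = mean inhibition across duplicate retests at 20 µM reaching about 50%, limit read from the data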;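 also: 0% = DMSO wells and 100% = wells with excess untagged CBFb-SMMHC; inhibitors lower the FRET ratio by blocking Runt binding to CBFb-SMMHC; some results filed as inactive read as strong as hits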
TNF death inh: inhibitors of TNF-alpha induced necroptosis in Jurkat FADD-/- cells; AID 463075; 0.068% of 220,000 active; activation (protection from cell death), % at 10 µM; Jurkat FADD-/- TNF necroptosis rescue, ATP luminescence, 24 h; 0 = TNF only, 100 = no-TNF cells;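 active = activation, meaning protection from cell death, of at least 50% relative to plate controls; inactive = activation below 50%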;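 also: necroptosis triggered by 40 ng/mL TNF-alpha added together with compound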
NCF1 inh: blocks human p47phox regulatory protein of NADPH oxidases. P14598. p47phox/p22phox peptide binding, fluorescence polarization, 2 h. inhibition, % at 24.7 µM. 0.53% of 220,000 active. AID 1274;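 active = inhibition above about 30%, limit read from the data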;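 also: 0% = p47phox with labelled peptide and 100% = labelled peptide alone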
Target sequence (P14598 whole entry, looked up): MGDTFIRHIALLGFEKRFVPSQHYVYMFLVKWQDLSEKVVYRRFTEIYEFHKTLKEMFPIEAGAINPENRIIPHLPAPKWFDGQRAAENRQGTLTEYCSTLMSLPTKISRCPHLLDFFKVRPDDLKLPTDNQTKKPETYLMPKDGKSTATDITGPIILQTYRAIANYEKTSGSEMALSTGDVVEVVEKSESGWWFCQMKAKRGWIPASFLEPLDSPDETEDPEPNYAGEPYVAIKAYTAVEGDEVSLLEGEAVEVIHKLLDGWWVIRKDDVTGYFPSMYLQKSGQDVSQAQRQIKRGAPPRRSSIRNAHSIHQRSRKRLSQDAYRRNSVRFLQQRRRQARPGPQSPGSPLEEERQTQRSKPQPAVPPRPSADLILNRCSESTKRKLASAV
Mdm2 ligase inh: Mdm2 E3 ligase (human) inhibition; cell-based MDM2 ubiquitination luciferase reporter, 2 h; 0 = plate control, 100 = twice control, blank-subtracted; signal enhancement, % at 5 µM; 0.11% of 210,000 active; AID 1230;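 active = signal enhancement of 30% or more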;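 also: luminescence tracks abundance of the self-degrading MDM2-luciferase fusion protein; higher signal means inhibition of MDM2 E3 ligase activity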
Target sequence (Q00987 whole entry, looked up, the tested form may be a part): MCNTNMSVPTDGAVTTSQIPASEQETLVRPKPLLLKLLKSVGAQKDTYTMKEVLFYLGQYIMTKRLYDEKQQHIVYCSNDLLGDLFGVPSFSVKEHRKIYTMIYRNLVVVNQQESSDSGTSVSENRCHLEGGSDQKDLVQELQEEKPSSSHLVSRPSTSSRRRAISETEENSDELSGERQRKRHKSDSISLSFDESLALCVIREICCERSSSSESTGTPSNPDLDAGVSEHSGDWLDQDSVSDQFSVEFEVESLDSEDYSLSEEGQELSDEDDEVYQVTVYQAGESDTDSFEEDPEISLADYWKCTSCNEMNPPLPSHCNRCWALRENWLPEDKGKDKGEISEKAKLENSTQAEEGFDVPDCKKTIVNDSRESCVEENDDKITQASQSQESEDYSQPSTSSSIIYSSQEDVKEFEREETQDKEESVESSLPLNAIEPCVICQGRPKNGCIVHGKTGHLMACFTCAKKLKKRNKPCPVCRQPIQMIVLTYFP
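Material: Stable MDM2–luciferase fusion reporter cells | Amount: 2000 cells seeded into each well | Dosing: One concentration, 5 µM, with 0.2% DMSO | Incubation: 4 h cell settling then 2 h compound exposure, 37 °C | Measured by: Luciferase luminescence | Read-out basis: % enhancement relative to plate controls after blank subtraction | Benchmarks: Control and blank well means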
TRPML3 ag: human mucolipin-3 channel agonism; AID 1448; Q8TDD5; HEK293 TRPML3-YFP, Fluo-8 calcium fluorescence; 100% = the carbachol control signal; 0.29% of 220,000 active; activation, % at 3 µM;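 active = activation above its plate's cutoff, the mean activation of the plate's test wells plus 3 SD, cut at about 12% in these data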;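 also: 0% = DMSO only wells and 100% = carbachol wells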
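system = HEK293 cells stably carrying human TRPML3-YFP | doses = one concentration, 3 µM nominal, 0.3% DMSO | timing = dye loading 1 h 37 °C then 30 min ambient, 125 s read | detection = Fluo-8 calcium dye fluorescence, ex 470-495, em 515-575 nm | benchmarks = high control carbachol 87 µM, low control DMSO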
PPC-1+TRAIL kill: PPC-1 cancer cell killing with TRAIL present; PPC-1 cells + TRAIL, ATPLite viability luminescence; 0.41% of 220,000 active; cell killing (% activity), % at 4 µM; AID 1443;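 active = cell killing above 50% in the first pass at 4 µM, then a duplicate retest at 5 µM averaging 50% or more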;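 also: plate controls were cells with TRAIL plus DMSO for no effect and medium-only wells lacking cells for full effect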
EBV gp42 block: blocks Epstein-Barr virus glycoprotein 42 binding; inhibition, % (tested at 21.74 µM); Fluorescence polarization binding assay, mP read-out; Q1HVG2; AID 1085; 0.42% of 220,000 active; in the data active = inhibition above about 50%
CHOP inhibitor: CHOP inhibition in unfolded protein response | CHO-K1 CHOP-promoter luciferase, tunicamycin-induced, 15-18 h | inhibition, % at 10 µM | 3.8% of 220,000 active | AID 2732;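 active = compounds that reduced the stress-induced luciferase reporter signal by more than about 70% of percent inhibition, limit read from the data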;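 also: 0% = tunicamycin plus vehicle and 100% = wells without tunicamycin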
TRPN1 ag: agonists of zebrafish TRPN1 channel; AID 1424; 0.18% of 220,000 active; HEK293 zebrafish TRPN1-YFP, Fluo-8 calcium fluorescence; 100% = response to 87 µM carbachol; activation, % at 3 µM;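 active = activation above its plate's cutoff, the mean activation of test wells on that plate plus 3 SD, cut at about 19% in these data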;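 also: 0% = DMSO alone and 100% = 87 µM carbachol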
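Assay system: Zebrafish TRPN1-YFP in HEK293 cells | Incubation: Dye loading 1 h at 37 °C, then 30 min room temperature | Measured by: Kinetic Fluo-8 fluorescence, ex 470-495, em 515-575 nm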
* marks the source's active call; other numbers are inactive results; / = not tested or not shown. No enrichment for hits. Share with any hit: about 5.9%.

canonical_smiles,Runt-SMMHC FRET,TNF death inh,NCF1 inh,Mdm2 ligase inh,TRPML3 ag,PPC-1+TRAIL kill,EBV gp42 block,CHOP inhibitor,TRPN1 ag
CCN(CC)C(=O)CSc1nc2c(sc(=S)n2-c2ccccc2)c(=O)n1Cc1ccco1,8,-2.2,-11,7,-1.0,8,-11,27,-0.4
O=S(=O)(c1ccc(NC(=S)NC2CC2)cc1)N1CCOCC1,0,2.2,-1,-15,0.6,10,-7,9,1.5
CCOc1ccc(/C=N/NC(=O)CSc2ccccn2)cc1O,2,4.2,-12,-6,0.3,0,-2,3,0.5
CCc1cccc2c(C(=O)CSc3nncn3-c3ccc(OC)cc3)c[nH]c12,-28,3.0,-10,3,0.5,14,-19,14,-0.1
Oc1ccccc1-c1cc(C(F)(F)C(F)F)[nH]n1,0,1.5,1,-23,0.6,18,0,36,1.6
Cc1cc(N=Cc2c(O)n(-c3cccc(C(F)(F)F)c3)c(=O)c3ccccc23)no1,15,-0.1,-8,4,0.8,1,-21,39,1.2
COc1ccc(NC(=O)C23CC4CC(C2)CC(c2ccccc2)(C4)C3)c(OC)c1,0,0.6,-1,-16,-0.2,10,-1,22,-1.4
COCCCn1c(SCc2nnc(-c3ccccc3)o2)nc2sc3c(c2c1=O)CCC3,-4,-8.0,-38,-5,-0.2,0,-17,7,0.3
CCOC(=O)c1nn(-c2ccc(OCC)cc2)c2nc(-c3cccc(OC)c3)c(C#N)c(=O)n12,5,0.5,4,-86,-0.4,5,-7,39,1.8
Cc1cc(Br)ccc1SCC(=O)OCC(=O)N1CCN(C(=O)c2ccco2)CC1,-6,-0.1,-1,-4,-0.2,4,-15,19,1.0
O=S1(=O)CC2N=C(N(Cc3c(F)cccc3Cl)c3ccccc3F)SC2C1 (configuration not stated),16,0.5,-1,8,-0.7,18,-17,22,1.2
Cc1cc(-c2ccccc2)nc(SCC(=O)N2CCCC2)n1,0,-0.2,5,-4,0.1,-3,-7,19,1.3
Cn1cnnc1Sc1ccc(CN2CCN(C3CCCC3)C(CCO)C2)o1 (configuration not stated),-4,0.6,-5,-22,0.7,3,-21,14,0.5
N=c1c(C(=O)NCc2ccc3c(c2)OCO3)cc2c(=O)n3ccccc3nc2n1Cc1cccnc1,144*,-0.5,4,-7,-0.1,8,-2,1,-1.5
O=C(CN1CCC(NC(=O)Nc2ccccc2-c2ccccc2)CC1)NCc1ccco1,3,0.1,-8,-4,0.4,28,-8,39,2.4
O=C(NNC(=O)c1sc2cccc(Cl)c2c1Cl)NC1CCCCC1,-6,-1.6,3,-15,-0.6,8,-20,38,-0.3
COc1ccc(-n2c3c(c(=O)[nH]c2=O)C(C(F)(F)F)(C(F)(F)F)N=C(CC(C)C)N3)cc1,-2,-2.6,1,-8,0.0,7,-1,10,-0.8
CCOc1ccc(CCNC(=O)C2CCCN(C(=O)N(C)C)C2)cc1OCC (configuration not stated),1,-1.5,-5,-7,-0.2,10,-6,9,0.1
CC(C)Cn1c(N)c(C(=O)COC(=O)c2ccc3c(c2)OCCO3)c(=O)n(C)c1=O,-3,-2.7,-18,-7,0.6,-2,-26,56,6.2
Cc1ccc(S(=O)(=O)N2CCN=C2SCc2ccccc2)cc1,-2,-0.8,-9,13,-0.8,0,1,42,-3.3
COCCNC(=O)C(=O)NNC(=O)c1ccccc1OC,-4,0.3,20,-9,-0.3,15,-23,1,-2.5
Cc1cc(C)cc(NC(=O)C(Sc2ncnc3ccccc23)c2ccccc2)c1 (configuration not stated),-2,5.0,-67,3,-0.2,10,-28,23,-0.1
CCN(CC)S(=O)(=O)c1ccc(N2CCOCC2)c(NC(=O)c2ccc(F)cc2)c1,1,0.0,-8,-10,0.8,19,5,17,0.8
COC(=O)c1[nH]c2ccc(C)cc2c1NC(=O)CCN1CCN(C2CCCCC2)CC1,1,-6.1,-16,-4,-0.3,18,12,4,0.7
FC(F)(F)c1cnc(Oc2ccc(-c3nnco3)cc2)c(Cl)c1,2,-0.7,-12,-17,-1.1,-8,-24,23,-1.8
Cc1ccc2cc(/C=N/NC(=O)[C@@H]3CCCN3)c(Cl)nc2c1,1,1.4,-4,-8,0.9,5,-16,13,1.1
COc1ccc(CC(=O)N/N=C/c2cccn2-c2ccc([N+](=O)[O-])cc2)cc1OC,-3,2.3,1,-6,0.3,-14,6,13,1.5
O=C(O)c1cccnc1SCC(=O)N1CCCc2ccccc21,-3,4.6,-28,-7,0.9,7,-21,-22,2.5
O=C(CSc1nnc(Cc2ccccc2)o1)N1CCc2ccccc21,1,1.1,-5,-88,0.4,4,-33,16,-0.1
Cc1nn(-c2ccccc2)c(OC(=O)c2cccs2)c1S(=O)(=O)c1ccc([N+](=O)[O-])cc1,2,1.5,2,-14,0.8,37,11,45,0.6
Cn1c(NC(=O)C2CCCC2)cc(=O)n(C)c1=O,-2,-0.3,11,2,-0.1,17,-26,28,1.5
Nn1c(SCC(=O)Nc2ccc3c(c2)OCO3)nnc1-c1ccc(Cl)cc1,-3,-4.3,-8,-16,0.1,20,-26,32,0.6
COC(=O)c1sc(NC(=O)CSc2nnnn2-c2ccc(C)cc2C)nc1C,0,-0.7,-13,5,0.4,8,-26,-20,1.5
COc1nc(N/N=C/c2ccc(-c3ccccc3[N+](=O)[O-])o2)nc(N2CCOCC2)n1,8,-1.3,-7,0,0.9,-16,22,30,1.7
c1cc(CNCC2CCCO2)ccn1 (configuration not stated),-1,0.6,-15,-7,0.3,-9,-6,16,0.4
O=C(CN1CCN(c2ccc(F)cc2)CC1)Nc1ccc(-n2cnnn2)cc1,0,1.0,-4,-6,-0.2,13,-11,17,-0.6
Cc1nc(C)c(/C(O)=C/c2nc3ccc([N+](=O)[O-])cc3oc2=O)o1,-1,2.9,-7,-9,0.4,27,-7,32,1.1
c1ccc(CCn2nnnc2CN2CCCc3ccccc32)cc1,-11,-4.4,-1,-20,-0.1,3,11,2,-0.6
COc1ccc(-c2csc(NS(=O)(=O)c3ccc([N+](=O)[O-])cc3)n2)cc1,-2,1.5,-2,-8,0.2,6,0,41,-0.2
CCOC(=O)Nc1sc(NS(=O)(=O)c2ccc(C)cc2)nc1C,4,1.2,-11,-15,0.6,-12,-10,3,-1.4
Cc1ccc2nc(NC(=O)CSc3nc4ccccc4o3)sc2c1,-2,-0.4,-31,-9,1.1,-15,-21,55,0.9
COc1cc(OC)cc(C(=O)Nn2cc(C(=O)Nc3ccc(F)cc3F)c3ccccc3c2=O)c1,3,-5.7,1,-4,0.3,5,21,29,-0.7
O=C(N/N=C/c1ccc([N+](=O)[O-])s1)c1cccc(Br)c1,-8,-11,-53,-4,0.0,24,33,97*,1.2
Cc1noc(C)c1CS(=O)(=O)c1ccc([N+](=O)[O-])cc1,-2,1.5,3,-20,1.1,12,-6,26,0.1
COc1cc2[nH]c(=O)n(CCC(=O)NC3CCCC3)c(=O)c2cc1OC,-2,0.9,-1,-9,0.8,-1,-13,9,0.9
CCC(C)NC(=O)Cc1ccc(-c2ccccc2)cc1 (configuration not stated),-5,2.4,-14,-1,-2.0,16,-22,21,-0.6
CN(C)S(=O)(=O)c1ccc(C(=O)OCc2ccc(C#N)cc2)cc1,0,2.1,0,-7,-0.8,-4,-19,-1,-0.3
CCOc1cc2[nH]c(=O)n(CCCC(=O)NCc3ccc(OC)cc3)c(=O)c2cc1OCC,-5,0.3,-5,2,0.5,9,-9,4,-0.4
c1ccc(CNc2ccc3ccccc3n2)nc1,-1,1.0,-4,-12,0.2,29,-22,16,-0.7
Cc1ccc(S(=O)(=O)N(C(=O)c2ccncc2)c2ccc(OC(=O)c3ccncc3)c3ccccc23)c(C)c1,36,-19,-32,-6,-0.1,-6,2,-200,-1.3
O=c1ccc(NS(=O)(=O)c2ccc(Cl)cc2)cn1Cc1ccc(Cl)c(Cl)c1,1,-2.4,-10,-15,2.0,27,21,20,1.6
COc1ccc(F)c(-c2nc(CN3CCC(c4ccccc4)CC3)c(C)o2)c1,5,0.7,-10,-13,-0.5,-6,-11,53,-1.2
CCOC(=O)CSc1nnc(-c2ccco2)n1-c1ccc(C)cc1,3,-0.8,-10,-6,-1.4,18,2,6,-1.8
CCOc1ccccc1NC(=O)Nc1cc(OC)ccc1OC,0,-1.4,6,-20,-0.3,7,-5,29,0.7
O=C(NC(Cc1c[nH]c2ccccc12)C(=O)O)c1cccs1 (configuration not stated),-1,0.6,-7,-11,-0.7,-13,-10,21,0.2
COC(=O)CCCC1=CC2=CC(=O)C(C)(OC(=O)c3cccs3)C(=O)C2=CN1CC(C)C (configuration not stated),-3,-1.0,-8,20,/,26,3,-5,/
COc1cc(NC(=O)CSc2nccc(C)n2)c(C)cc1[N+](=O)[O-],-7,2.1,-2,0,0.6,-4,-2,20,0.5
N#CC(C#N)=C(N)CSc1cccc[n+]1[O-],-2,0.5,-5,-6,1.1,9,-7,15,0.1

Compound activity from PubChem.
